Bioassay records: PubChem, Broad Institute
LGR2 antag: inhibitors of bursicon-induced LGR2 CRE-luciferase signal, primary screen, cell-based, HEK293, CRE-luciferase reporter, bursicon stimulation; AID 720647, 2013; actives 0.35% (n = 380,000); inhibition, % at 9.99 µM; bursicon-stimulated, 4 h;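 active means drop in luminescence signal, shown as inhibition above about 50% in the replicate tests, limit read from the data, passing the limit was not always enough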;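 further: agonist challenge used bursicon conditioned medium at about half maximal strength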
PGC1a acetyl inh: inhibitors of PGC1a acetylation signal, primary screen, cell-based, U2OS, AlphaScreen, inhibitor mode; AlphaScreen anti-acetyl-lysine; with virally co-expressed GCN5 acetyltransferase; inhibition, % at 15.6 µM; actives 0.17% (n = 350,000); AID 651687, 2012;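 active means every replicate shows inhibition of at least 40%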;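 further: 0% = neutral control wells and 100% = positive control wells; some results beyond the cut were filed as inactive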
Cneo AK release: Cryptococcus neoformans cell lysis inducers, primary screen, AK release luminescence, single concentration | lysis activity, % at 15 µM | actives 0.2% (n = 360,000) | AID 651654, 2012 | C. neoformans lysis, adenylate kinase release luminescence, 4 h; normalised: neutral wells 0, clomiphene wells 100;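 active means mean lysis activity across replicates of at least 80%, whatever share of replicates individually reach that level; inactive means mean lysis activity below 80%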
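Test system: log-phase Cryptococcus neoformans yeast cells. Input: 5 × 10^6 yeast cells/mL. Medium: fresh YPD growth medium. Doses: single dose. Incubation: static 4 h at 37 °C with compound, 1 h detection. Measured by: luminescent adenylate kinase detection reagent. Read-out: signal increase indicating cell lysis. Benchmarks: Clomiphene.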
C2C12 statin: suppressors of statin myotoxicity in C2C12 myotubes, primary screen, cell-based, single point, plate reader; C2C12 myotubes + simvastatin, ATP luminescence, 48 h; scaled: DMSO 0, geranylgeraniol control 100; rescue of ATP level, % at 7.49 µM; actives 0.78% (n = 330,000); AID 602340, 2012;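 active means mean ATP rescue above about 67%, or every replicate alone reaching that limit, limit read from the data, passing the limit was not always enough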;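 further: myotubes were challenged with 10 µM simvastatin during compound exposure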
S100A4 inh HTS: inhibitors of S100A4-myosin IIA peptide binding, primary screen, biochemical, fluorescence polarization, TAMRA-MyoIIA peptide; inhibition, % at 10.7 µM; AID 652163, 2013; Protein S100-A4 (Homo sapiens), P26447; actives 0.14% (n = 360,000);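 active means mean inhibition of at least 70% across replicates, with every replicate also reaching that level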
Target sequence (P26447 whole entry, looked up): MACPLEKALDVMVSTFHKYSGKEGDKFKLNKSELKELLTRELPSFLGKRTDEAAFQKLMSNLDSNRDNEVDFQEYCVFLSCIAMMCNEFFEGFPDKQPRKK
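Test system: S100A4 monomer protein; Medium: HEPES pH 7.2 with CaCl2, KCl, NaCl, DTT, Triton; Probe or stimulus: TAMRA-labelled myosin IIA heavy-chain peptide probe, 5 nM; Doses: one dose per compound; Times: polarization read 5 min after assay mix addition, stable 5–60 min; Benchmarks: neutral control DMSO, positive control TFP.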
ERAP1 inh: human ERAP1 aminopeptidase inhibitors, primary screen, biochemical, single point, plate reader; Endoplasmic reticulum aminopeptidase 1 (Homo sapiens), Q9NZ08; recombinant ERAP1, Leu-AMC fluorescence, 60 min; inhibition, % at 10.7 µM; AID 652197, 2013; actives 0.15% (n = 340,000);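 active means mean replicate inhibition of at least 30%, or all replicates individually reaching that 30% level; inactive means mean below 30% and not every replicate reaching it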;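 further: 0% = neutral control wells and 100% = L-leucinethiol positive control wells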
Target sequence (Q9NZ08 whole entry, looked up): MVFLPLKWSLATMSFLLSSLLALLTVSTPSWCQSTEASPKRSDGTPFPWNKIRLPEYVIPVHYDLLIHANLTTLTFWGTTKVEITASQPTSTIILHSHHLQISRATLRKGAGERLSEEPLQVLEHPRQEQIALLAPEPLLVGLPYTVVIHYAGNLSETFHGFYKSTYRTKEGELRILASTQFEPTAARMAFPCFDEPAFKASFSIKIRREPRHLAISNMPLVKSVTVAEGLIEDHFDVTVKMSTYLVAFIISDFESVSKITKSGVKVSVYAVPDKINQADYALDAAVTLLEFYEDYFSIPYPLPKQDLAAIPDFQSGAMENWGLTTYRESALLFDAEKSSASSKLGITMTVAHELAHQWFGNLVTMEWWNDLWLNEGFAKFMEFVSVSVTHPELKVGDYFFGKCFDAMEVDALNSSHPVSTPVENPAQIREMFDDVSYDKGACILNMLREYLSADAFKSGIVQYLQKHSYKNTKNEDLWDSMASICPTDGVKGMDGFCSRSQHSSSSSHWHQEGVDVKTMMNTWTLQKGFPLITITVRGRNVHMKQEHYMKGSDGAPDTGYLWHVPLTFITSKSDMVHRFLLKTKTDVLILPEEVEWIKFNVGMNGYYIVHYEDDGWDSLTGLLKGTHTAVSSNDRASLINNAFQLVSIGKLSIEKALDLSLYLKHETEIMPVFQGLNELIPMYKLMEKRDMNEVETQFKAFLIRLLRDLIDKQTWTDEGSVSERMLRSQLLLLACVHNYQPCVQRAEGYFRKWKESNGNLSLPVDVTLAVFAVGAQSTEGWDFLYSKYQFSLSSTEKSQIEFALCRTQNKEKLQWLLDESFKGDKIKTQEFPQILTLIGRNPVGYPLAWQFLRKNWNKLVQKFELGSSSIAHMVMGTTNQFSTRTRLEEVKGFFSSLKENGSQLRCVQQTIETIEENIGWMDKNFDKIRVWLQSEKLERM
Xi reactivation: activators of inactive X chromosome reactivation, primary screen, imaging, XiGFP fibroblasts, GFP high-content imaging, set 2; XiGFP mouse fibroblasts, % GFP-positive cells imaging, 3 d; cells co-treated with 5-aza-dC sensitizer; scaled so ellipticine positive control = 100%; activation, % at 7.58 µM; actives 0.055% (n = 360,000); AID 743238, 2013;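 active means mean normalized replicate activation at least 10% and every replicate at or above 10%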;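 further: 0% = median of on-plate neutral control wells and 100% = ellipticine 6 µM median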
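material = 68-5-11 XiGFP fibroblast line | medium = DMEM plus 5-aza-dC sensitizer | schedule = 3 days compound exposure | benchmarks = positive control ellipticine, 6 µM final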
SIRT5 block: SIRT5 desuccinylase inhibitors, primary screen, biochemical, fluorescence imaging, single point, set 5. NAD-dependent protein deacylase sirtuin-5, mitochondrial (Homo sapiens), Q9NXA8. Purified SirT5, succinyl-peptide AMC, trypsin-coupled fluorescence. inhibition, % at 15 µM. actives 1.1% (n = 330,000); in the data active means inhibition above about 15%
* = called active by the depositor; x = no result given. These rows are one share of the data; rates above refer to the full screens.

nr	molecule	SIRT5 block	C2C12 statin	ERAP1 inh	Cneo AK release	PGC1a acetyl inh	S100A4 inh HTS	LGR2 antag	Xi reactivation
1	CSc1ccc(CN(C)CC(=O)Nc2ccc(NC(C)=O)cc2)cc1	-2	4	1	0	5	1	8	0.0
2	COc1ccc(OC(C)C(=O)Nc2ccccc2C(F)(F)F)cc1 (configuration not stated)	-2	5	1	5	2	4	-1	-0.1
3	COc1ccc(NC(=O)CSc2nnnn2C2CC2)cc1S(=O)(=O)N1CCOCC1	-5	3	5	1	-2	-1	10	0.5
4	CS/C(=N\S(=O)(=O)c1cccs1)NC(=O)CSc1nc2ccccc2s1	x	7	2	0	16	12	-4	-0.2
5	Cc1ccc(C(=O)NCc2ccccc2)cc1Br	x	18	x	-2	-3	x	-11	0.0
6	C[C@@H]1CN([C@H](C)CO)C(=O)c2cc(NC(=O)Cn3cnnn3)ccc2O[C@H]1CN(C)Cc1ccc(C(=O)Nc2ccccc2N)cc1	x	x	x	x	-6	-4	0	0.1
7	CO[C@H](CN(C)S(=O)(=O)c1cn(C)cn1)[C@@H](C)CN(C(=O)Nc1ccc(F)cc1)[C@H](C)CO	1	-1	1	0	8	-2	-5	-0.1
8	CS(=O)(=O)Nc1ccc2c(c1)[C@H]1C[C@H](CC(=O)NC3CCCC3)O[C@@H](CO)[C@H]1O2	-3	-5	-1	-1	-1	6	-13	0.0
9	CO[C@H]1CN(C)C(=O)c2cccc(C#N)c2OC[C@H]2O[C@@H](CC[C@H]2OC)CCN(C)C(=O)[C@@H]1C	1	8	3	5	-11	-2	8	0.0
10	CN(C)C(=O)c1ccc(-c2ccc3c(c2)[C@H]2[C@H](CCN2C(=O)C2CCCC2)[C@H](CO)N3C)cc1	-2	x	3	x	-7	0	20	0.0
11	CN(N=C(c1ccccc1)c1ccccc1)c1ccccc1	-2	-5	-2	-3	6	-17	-22	0.2
12	Cc1noc(C)c1NC(=O)Nc1ccc2c(c1)C(=O)N([C@H](C)CO)C[C@@H](C)[C@H](CN(C)S(=O)(=O)c1ccc(Cl)cc1)O2	2	-48	1	1	-2	-18	x	0.3

Next part
nr	molecule	SIRT5 block	C2C12 statin	ERAP1 inh	Cneo AK release	PGC1a acetyl inh	S100A4 inh HTS	LGR2 antag	Xi reactivation
13	Cc1cc(C)n2nc(C(=O)Nc3nccs3)nc2n1	x	3	x	-1	-2	x	-12	x
14	S=C(Nc1ccc(Cl)cc1)NC1CC2CCC(C1)N2Cc1ccccc1 (configuration not stated)	-5	-19	9	x	-21	-6	14	-0.1
15	O=[N+]([O-])c1ccc(/C=C/c2ccncc2)cc1	2	-2	0	-1	3	1	-16	-0.1
16	O=C(C1CCCCC1)N1CC(=O)N2[C@H](C1)[C@H](c1ccc(-c3ccccc3F)cc1)[C@@H]2CO	2	x	-1	x	0	5	9	0.0
17	O=C(CCc1nnc(Cc2ccc(-c3ccccc3)cc2)o1)NCCc1ccccn1	-2	x	4	x	x	-1	-22	0.0
18	CCOc1ccccc1C(=O)NCC(=O)NCC1CCCCC1	1	-18	-4	0	x	11	11	0.1
19	O=C(CSc1nccn1Cc1ccccc1)Nc1nccs1	2	6	1	-3	x	-2	-28	x
20	COc1ccc(C(=O)NNC(=O)Cc2ccc(Cl)cc2)cc1	-1	x	x	x	x	1	-7	0.1
21	COC(=O)C[C@@H]1C=C[C@H](NC(=O)c2cnccn2)[C@@H](CO)O1	-1	x	x	x	x	-2	8	0.0
22	CC1Cc2ccccc2N1C(=O)CN1CCN(S(=O)(=O)c2ccc3c(c2)OCCCO3)CC1 (configuration not stated)	x	5	4	0	-1	-2	1	0.0
23	C[C@@H]1CCCCO[C@H](CN(C)C(=O)C2CCCCC2)[C@H](C)CN([C@@H](C)CO)C(=O)c2cc(NS(=O)(=O)c3cn(C)cn3)ccc2O1	1	x	-4	46	-5	1	-6	0.2
24	CC(C)NC(=O)N(C)C[C@@H]1Oc2ccc(NS(=O)(=O)c3ccc(F)cc3)cc2CC(=O)N([C@@H](C)CO)C[C@H]1C	-2	-7	1	1	3	1	-21	-0.2

The listing continues:
nr	molecule	SIRT5 block	C2C12 statin	ERAP1 inh	Cneo AK release	PGC1a acetyl inh	S100A4 inh HTS	LGR2 antag	Xi reactivation
25	COc1ccc(/C=C2\N=C(C)OC2=O)cc1OC	-2	x	2	x	x	0	-19	0.0
26	COC(=O)c1ccc(Cl)c(NC(=O)CN2CCN(Cc3ccccc3)CC2)c1	x	-4	x	36	1	x	-20	x
27	CCN(C(=O)CSc1ncnc2sc(C)c(C)c12)C1CCS(=O)(=O)C1 (configuration not stated)	-3	x	5	x	x	2	13	0.2
28	Cc1ccc(CN2C(=O)CSCC2(C)C(=O)NC(C)C)cc1 (configuration not stated)	0	x	1	x	x	3	-3	0.1
29	O=C(CN1CCCCC1)Nc1ccc(NC(=O)c2ccccc2Cl)cc1Cl	3	x	0	-1	-2	1	2	-0.1
30	COc1ccc(S(=O)(=O)N2CCCCC2c2cc(C(=O)NC(C)C)no2)cc1 (configuration not stated)	-1	-3	2	2	x	-5	15	0.1
31	C[C@@H]1CN([C@@H](C)CO)S(=O)(=O)c2ccc(-c3cccnc3)cc2O[C@H]1CN(C)Cc1cncnc1	0	-15	4	-5	13	2	-13	-0.4
32	CC(=O)N1CCC2(CC1)CC(=O)c1cc(Cl)ccc1O2	x	2	x	2	-10	x	28	0.0
33	CC(C)NC(=O)Nc1cccc2c1O[C@@H](CN(C)C(=O)Nc1ccc(C(F)(F)F)cc1)[C@H](C)CN([C@H](C)CO)C2=O	7	-21	-5	-8	2	2	-18	0.0
34	C[C@H](CO)N1C[C@H](C)[C@H](CN(C)Cc2ccc(Oc3ccccc3)cc2)Oc2c(NC(=O)Nc3ccc(C(F)(F)F)cc3)cccc2C1=O	6	x	-3	47	-18	-1	19	0.2
35	COc1ccc2c3c(n(C)c2c1)[C@@H](CO)N(C(=O)C1CCCC1)CC31CCN(CC2CCCC2)CC1	2	x	1	x	x	16	-8	0.4
36	COc1cc(C(=O)N2CCN(C(=O)CC(C)C)CC2)cc(OC)c1OC	0	10	4	-2	-12	4	-2	x

(listing goes on)
nr	molecule	SIRT5 block	C2C12 statin	ERAP1 inh	Cneo AK release	PGC1a acetyl inh	S100A4 inh HTS	LGR2 antag	Xi reactivation
37	C[C@@H]1CN([C@H](C)CO)C(=O)c2cc(C#Cc3ccccc3F)cnc2O[C@H]1CN(C)S(=O)(=O)c1ccccc1	1	x	-1	-8	11	2	35	0.3
38	CCc1ccc(OCc2nnc(SCc3ccc(C(=O)O)cc3)o2)cc1	-2	2	-8	19	0	-3	1	0.0
39	O=C(Nc1ccc(C(F)(F)F)cc1)N[C@@H]1C=C[C@H](CC(=O)N2CCCCC2)O[C@H]1CO	1	-8	-1	-1	-20	49	-8	-0.1
40	CN(C)C(=O)NC(Nc1cccc([N+](=O)[O-])c1)C(Cl)(Cl)Cl (configuration not stated)	0	x	-3	6	x	-1	5	0.2
41	CN(C)S(=O)(=O)N(CC(=O)N1CCN(Cc2ccccc2)CC1)c1ccccc1	0	x	1	-1	6	-2	-3	0.2
42	c1cnc2c(c1)ncc1cscc12	-4	x	-1	x	x	-7	-3	0.5
43	C[C@@H]1CCCCO[C@@H](CN(C)S(C)(=O)=O)[C@@H](C)CN([C@@H](C)CO)C(=O)c2cc(NC(=O)c3ccccc3)ccc2O1	7	-9	-2	-3	15	6	19	-0.1
44	CCC(C)(C)C1CCC2(CC1)NC(=O)N(CC(=O)NCCc1ccc(OC)c(OC)c1)C2=O (configuration not stated)	4	21	4	1	3	-2	7	0.0
45	CC1(c2nnnn2-c2ccc3c(c2)OCCO3)CCC(=O)N1CCCN1CCOCC1 (configuration not stated)	-3	x	x	x	x	2	15	0.1
46	CSc1cccc(NC(=O)CNC(=O)C2CCCCC2)c1	1	6	-4	1	x	1	-3	0.2
47	CCc1ccc(NS(=O)(=O)c2ccc(OC)c3ncccc23)cc1	-1	14	-6	-12	-3	0	-1	-0.1
48	COc1ccc(CNC(=O)c2cc(C)nn2-c2ccccc2)cc1	-7	12	-1	x	x	4	8	-0.1

Additional compounds:
nr	molecule	SIRT5 block	C2C12 statin	ERAP1 inh	Cneo AK release	PGC1a acetyl inh	S100A4 inh HTS	LGR2 antag	Xi reactivation
49	Cc1cc(CNC(=O)COc2ccc(C)c(C)c2)c2ccccc2n1	1	-15	-4	2	-1	1	0	0.0
50	Cc1cc(C)cc(OCCCCn2cncn2)c1	0	-6	-4	-1	x	1	-27	0.1
51	O=C(C[C@@H]1C=C[C@H](NC(=O)CN2CCOCC2)[C@H](CO)O1)NCc1cccc(F)c1	5	0	0	-2	0	55	-6	0.0
52	COCC(=O)N1C[C@@H](C)[C@H](OC)CN(C)C(=O)c2ccc(NC(=O)c3cnccn3)cc2OC[C@@H]1C	-3	x	1	x	12	2	4	0.0
53	COc1cccc(NC(=O)Nc2ccc3c(c2)C(=O)N(C)[C@@H]2CC[C@H](CC(=O)NCCc4ccccc4)O[C@@H]2CO3)c1	x	-19	x	1	x	x	-1	0.3
54	Cc1noc(-c2ccccc2)c1NC(=O)Nc1ccc2nc([C@H]3C[C@H](O)[C@@H](CO)O3)[nH]c2c1	x	-4	-2	-1	x	-3	-6	-0.1
55	O=S(=O)(N[C@@H]1CC[C@H](CCn2cc(-c3ccccn3)nn2)O[C@H]1CO)c1cccc(F)c1	0	-1	0	-1	-6	-3	0	0.6

4 compounds out of the list, arranged by molecular weight, rising.
nr	molecule	SIRT5 block	C2C12 statin	ERAP1 inh	Cneo AK release	PGC1a acetyl inh	S100A4 inh HTS	LGR2 antag	Xi reactivation
50	Cc1cc(C)cc(OCCCCn2cncn2)c1	0	-6	-4	-1	x	1	-27	0.1
49	Cc1cc(CNC(=O)COc2ccc(C)c(C)c2)c2ccccc2n1	1	-15	-4	2	-1	1	0	0.0
55	O=S(=O)(N[C@@H]1CC[C@H](CCn2cc(-c3ccccn3)nn2)O[C@H]1CO)c1cccc(F)c1	0	-1	0	-1	-6	-3	0	0.6
53	COc1cccc(NC(=O)Nc2ccc3c(c2)C(=O)N(C)[C@@H]2CC[C@H](CC(=O)NCCc4ccccc4)O[C@@H]2CO3)c1	x	-19	x	1	x	x	-1	0.3
